CHO-K1 Ca antag = counter-screen for M1 antagonists: effect in parental CHO-K1 cells. inhibition, % at 3 µM. actives 0.6% (n = 360,000). AID 602250. ATP-induced calcium, Fluo-8 fluorescence;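 active means inhibition above a per-plate cutoff, the plate's mean sample inhibition plus 3 SD, cut at about 24% in these data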;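 further: 0% = DMSO plus EC80 ATP and 100% = DMSO alone without ATP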
M1 PAM parental = M1 PAM counterscreen hit in parental CHO-K1 cells | ATP EC20, Fluo-8 calcium fluorescence; 0% at ATP EC20, 100% at ATP max | activation, % at 3 µM | actives 0.02% (n = 360,000) | AID 602247;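 active means activation above the run cutoff, the mean activation of all test compounds plus 3 SD, cut at about 40% in these data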;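 further: peak over basal fluorescence ratio in a 140 s read after ATP addition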
CHRM1 agonist = agonists of human M1 muscarinic receptor | CHO-K1 hM1, Fluo-8 calcium fluorescence, agonist mode; 0% DMSO, 100% acetylcholine EC100 | activation, % at 3 µM | actives 0.33% (n = 360,000);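 active means activation above the run's mean compound activation plus 3 SD, cut at about 16% in these data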;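 further: peak over basal fluorescence ratio within a 140 s kinetic read after compound addition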
Target sequence (P11229 whole entry, looked up): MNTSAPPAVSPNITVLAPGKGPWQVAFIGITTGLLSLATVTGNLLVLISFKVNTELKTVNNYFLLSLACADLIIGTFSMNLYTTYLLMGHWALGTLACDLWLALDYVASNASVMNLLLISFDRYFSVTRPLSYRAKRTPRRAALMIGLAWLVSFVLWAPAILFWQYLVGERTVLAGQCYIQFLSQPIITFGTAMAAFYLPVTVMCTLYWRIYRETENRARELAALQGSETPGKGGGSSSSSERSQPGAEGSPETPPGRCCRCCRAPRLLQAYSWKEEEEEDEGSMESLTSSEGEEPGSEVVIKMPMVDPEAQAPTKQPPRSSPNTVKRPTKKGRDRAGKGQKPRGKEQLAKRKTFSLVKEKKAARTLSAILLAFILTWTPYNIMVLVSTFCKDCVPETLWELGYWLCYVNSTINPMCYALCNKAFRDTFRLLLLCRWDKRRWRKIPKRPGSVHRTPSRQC
CHO-K1 Ca ag = M1 agonist counterscreen hit in parental CHO-K1 cells; Fluo-8 calcium fluorescence; scaled to maximal ATP response, vehicle zero; AID 602248; actives 0.48% (n = 360,000); activation, % at 3 µM; in the data active means activation above about 15%;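 further: untransfected CHO-K1 host cells lacking M1 receptor as counterscreen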
V1aR counter = activates human V1a receptor in oxytocin agonist counter-screen; P37288; CHO-V1R cells, Fluo-8 calcium fluorescence, agonist mode; 0% DMSO, 100% 3 nM vasopressin; activation, % at 3 µM; actives 0.25% (n = 320,000);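 active means activation above the mean activation of all tested compounds plus 3 SD, per screening run, cut at about 20% in these data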;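 further: signal is peak over basal fluorescence ratio across a 100 second FLIPR read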
OXTR potentiator = potentiators of human oxytocin receptor; activation, % at 3 µM; AID 2445; P30559; CHO-OTR cells, Fluo-8 calcium fluorescence, potentiator mode; 0% = oxytocin EC15, 100% = EC100; actives 0.061% (n = 320,000);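 active means activation above that plate's cutoff, the mean activation of tested compounds plus 3 SD, cut at about 6.6% in these data, passing the limit was not always enough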;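 further: 100% uses oxytocin at 75 nM as the full agonist control; some results filed as inactive read as strong as hits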
Target sequence (P30559 whole entry, looked up): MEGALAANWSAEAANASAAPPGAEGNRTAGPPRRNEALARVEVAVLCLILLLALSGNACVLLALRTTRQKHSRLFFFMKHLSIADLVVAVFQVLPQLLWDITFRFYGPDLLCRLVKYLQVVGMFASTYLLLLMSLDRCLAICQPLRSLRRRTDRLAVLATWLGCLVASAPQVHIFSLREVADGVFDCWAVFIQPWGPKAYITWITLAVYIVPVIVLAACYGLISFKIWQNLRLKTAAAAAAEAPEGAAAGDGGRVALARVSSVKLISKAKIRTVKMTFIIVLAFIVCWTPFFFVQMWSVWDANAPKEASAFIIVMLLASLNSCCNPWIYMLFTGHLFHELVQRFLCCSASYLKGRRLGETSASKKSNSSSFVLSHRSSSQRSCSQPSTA
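System: human OTR in CHO cells; Also added: sub-maximal oxytocin, roughly EC15; Timing: compound 6 min at room temperature before oxytocin, 100 s read; Technique: Fluo-8 intracellular calcium fluorescence, ex 470-495, em 515-575 nm; Controls: oxytocin EC15 low and EC100 high; Replication: singlicate.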
CHO parental Ca = signal in parental CHO cells, OX1R antagonist counter-screen | parental CHO-K1, ATP-induced calcium, Fluo-8 fluorescence | inhibition, % at 5.6 µM | actives 0.63% (n = 330,000);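 active means inhibition above that plate's mean sample inhibition plus 3 SD, cut at about 26% in these data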;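 further: 0% = ATP-challenged DMSO wells and 100% = DMSO wells without ATP; some compounds past the cut are filed as inactive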
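Assay system: parental CHO cells; Read-out basis: percent inhibition of ATP-evoked calcium rise, normalized to controls; Benchmarks: ATP and no-ATP DMSO wells; Compound dosing: single nominal dose of 5.6 µM per compound; Signal: Fluo-8 calcium dye fluorescence; Also added: ATP as calcium-mobilizing challenge; Repeats: singlicate.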
TAAR1 antag = human TAAR1 antagonism. Q96RJ0. CHO RD-HGA16 TAAR1, Fluo-8 calcium fluorescence, antagonist. inhibition, % at 3 µM. actives 1.5% (n = 360,000). AID 624466;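 active means inhibition above a per-plate cutoff, the mean inhibition of test compounds on that plate plus 3 SD, cut at about 49% in these data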;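 further: 0% = DMSO plus EC80 beta-PEA response and 100% = DMSO alone without agonist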
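Test system – hTAAR1-expressing CHO RD-HGA16 cells, Gα16-coupled · Reagent – β-PEA at EC80 concentration, post-compound challenge · Compound dosing – 3 µM, single point · Timing – 140 s kinetic read after compound, 140 s after agonist · Detection – Fluo-8 intracellular calcium dye fluorescence, real-time kinetic reads · Control set – DMSO and EC80 PEA controls · Repeats – n of 1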
TAAR1 ag = human TAAR1 agonism | CHO RD-HGA16 TAAR1, Fluo-8 calcium fluorescence; vehicle wells 0%, saturating PEA agonist 100% | activation, % at 3 µM | actives 0.99% (n = 360,000) | AID 624467;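 active means activation above the mean activation of all test compounds in the run plus 3 SD, cut at about 38% in these data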
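Repeats: no replicates (n 1) | Material: CHO-derived RD-HGA16 cells with stable Gα16 and human TAAR1 | Technique: Kinetic Fluo-8 calcium fluorescence | Schedule: 17-24 h seeding, 75 min 37 °C dye, 30 min RT | Evaluation: % activation from peak over basal fluorescence ratio, DMSO-to-PEA scaled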
The depositor's hits bear a star; . = no result given.

SMILES | CHO-K1 Ca antag | M1 PAM parental | CHRM1 agonist | CHO-K1 Ca ag | V1aR counter | OXTR potentiator | CHO parental Ca | TAAR1 antag | TAAR1 ag
Cc1ccnc(OC(C(=O)O)C(OCc2ccccc2)(c2ccc(F)cc2)c2ccc(F)cc2)n1 (configuration not stated) | -13 | 10 | -4 | 0.2 | 0.3 | -6 | -21 | -27 | 1
COc1ccc(CN2CCC(CNC(=O)NC3CCCCC3)CC2)cc1 | -1 | 9 | -3 | -0.1 | 0.0 | 6 | -24 | -10 | 2
Cc1cccn2c(CN[C@H]3CCCCNC3=O)c(C(=O)N3CCOCC3)nc12 | -19 | 9 | -4 | 1.6 | 0.1 | 1 | 9 | -17 | 2
OCCNCc1ccc(OC2CCCC2)cc1 | 16 | 0 | -6 | 0.6 | 1.1 | -3 | -5 | -4 | 4
S=C(NCc1cccnc1)Nc1ccc2c(c1)OCO2 | -6 | 18 | -4 | 0.7 | -0.7 | -6 | -5 | 1 | 0
CC(C)C(NC(=O)c1cccs1)c1nnc(SCC(=O)Nc2nccs2)n1C (configuration not stated) | -11 | 11 | -6 | 0.3 | 0.9 | 0 | -14 | -3 | 6
O=C(NCc1ccccc1F)C1CCCN1C(=O)Nc1ccc(Cl)cc1 (configuration not stated) | -18 | 19 | -4 | 1.9 | 0.4 | -14 | -12 | -5 | 2
Brc1ccc(NCc2nnc3n2CCCCC3)cc1 | -19 | 1 | -2 | 0.9 | 0.6 | 0 | -10 | 2 | 2
COc1ccc(-c2ccc(C(C)=O)cc2)cc1[C@H]1[C@@H]2C=CCC[C@@]2(C)C(=O)N1Cc1ccccc1 | -6 | 8 | -2 | 0.1 | 0.4 | -5 | -19 | -5 | 8
Cc1ccc(S(=O)(=O)NC2(C(F)(F)F)NC(=O)N(CCc3ccccc3)C2=O)cc1 (configuration not stated) | -6 | 11 | -6 | -0.2 | 0.2 | -19 | 6 | 0 | 1
NC(=O)COc1ccc(Nc2nnc(-c3ccc(O)cc3)c3ccccc23)cc1 | -10 | 20 | -7 | 0.1 | 2.7 | -1 | -7 | -2 | 0
O=C(Nc1ccc2c(c1)ncn2C1CCCCC1)c1ccco1 | -3 | 21 | -3 | 1.7 | 4.3 | -4 | 4 | 6 | 13
CC1=C(C(=O)Nc2ccc(C(=O)N3CCN(c4cccc(Cl)c4)CC3)cc2)SCCO1 | 12 | -21 | 0 | 0.5 | 13 | -8 | -11 | 2 | 8
COCCCN(C(=S)NC(=O)C(C)(C)C)c1c(N)n(Cc2ccccc2)c(=O)[nH]c1=O | 9 | -12 | -4 | -0.2 | 0.9 | -1 | -14 | -28 | 9
O=C(O)c1ccc(S(=O)(=O)Cc2ccccc2)cc1 | -2 | 11 | -1 | 0.8 | 0.1 | -4 | -5 | 2 | 8
Cc1ccc(F)cc1NC(=O)Cc1ncc(C(F)(F)F)cc1Cl | -6 | 16 | -4 | 0.6 | -0.1 | 1 | -6 | -2 | 7
COc1ccc(Nc2nccc(OC)c2C#N)cc1 | -23 | 16 | -6 | 0.4 | -0.6 | -1 | 7 | 5 | 2
O=C(c1ccncc1)N1CCN(S(=O)(=O)c2ccccc2F)CC1 | -11 | 13 | -1 | 0.8 | 1.9 | -2 | -3 | -8 | 2
CCOC(=O)c1c(N=CN(C)C)c2cc([N+](=O)[O-])cnc2n1C | -4 | 14 | 1 | 3.6 | 3.3 | -4 | -3 | -28 | 2
CCC1CCCCN1C(=O)c1c[nH]c2ccc(S(=O)(=O)N(C)c3ccc(Cl)cc3)cc2c1=O (configuration not stated) | -21 | 8 | -1 | 0.7 | 1.0 | -3 | -3 | -3 | 4
Oc1ccc(-c2cnc(-c3ccc(O)cc3)nc2)cc1 | -8 | -5 | 5 | 0.9 | 4.0 | -6 | 6 | 1 | 2
CCCCCc1cc(=O)[nH]c(=S)[nH]1 | -9 | 0 | -4 | 0.4 | 1.1 | -1 | -13 | -6 | 1
CN1CCC(NC(=O)Nc2ccc(Br)cc2)CC1 | 0 | -13 | -4 | 1.1 | 0.1 | -6 | 12 | 13 | 18
COC(=O)c1[nH]c2ccccc2c1CN1CCOCC1 | -10 | 4 | -6 | 0.9 | -0.3 | -10 | -2 | -13 | 1
COc1ccccc1CCC(=O)OCC(=O)Nc1cc(S(=O)(=O)N2CCOCC2)ccc1C | -15 | 9 | 0 | 1.5 | 1.2 | 2 | -21 | -22 | 2

Profiles from above:
CCOC(=O)c1c(N=CN(C)C)c2cc([N+](=O)[O-])cnc2n1C reads CHO-K1 Ca antag: -4; M1 PAM parental: 14; CHRM1 agonist: 1; CHO-K1 Ca ag: 3.6; V1aR counter: 3.3; OXTR potentiator: -4; CHO parental Ca: -3; TAAR1 antag: -28; TAAR1 ag: 2
Cc1cccn2c(CN[C@H]3CCCCNC3=O)c(C(=O)N3CCOCC3)nc12 reads CHO-K1 Ca antag: -19; M1 PAM parental: 9; CHRM1 agonist: -4; CHO-K1 Ca ag: 1.6; V1aR counter: 0.1; OXTR potentiator: 1; CHO parental Ca: 9; TAAR1 antag: -17; TAAR1 ag: 2

New compounds follow:
SMILES | CHO-K1 Ca antag | M1 PAM parental | CHRM1 agonist | CHO-K1 Ca ag | V1aR counter | OXTR potentiator | CHO parental Ca | TAAR1 antag | TAAR1 ag
Fc1ccccc1N1CCN(Cc2nc(-c3ccc(Cl)cc3Cl)no2)CC1 | 4 | 3 | -4 | 0.3 | -0.7 | -2 | -2 | -5 | -2
CN(Cc1ccccc1)C(=O)CC(=O)N(C)Cc1ccccc1 | 10 | -19 | -2 | 0.4 | -0.3 | -7 | -8 | -17 | 0
CCc1ccc(OCC(=O)Oc2ccc([N+](=O)[O-])cc2)cc1 | -3 | 15 | 3 | 0.6 | 0.9 | -1 | 0 | -5 | 1
CN(C)C(CNC(=O)c1ccccc1C(F)(F)F)c1ccco1 (configuration not stated) | -3 | -7 | -11 | 0.1 | 0.2 | -2 | 5 | 1 | -3
CCN(C(=O)c1ccccc1F)c1nc(-c2ccc(OC)cc2)cs1 | -2 | 5 | -4 | 1.4 | 0.7 | -14 | -1 | 28 | 2
CNC(=O)Nc1ccc2nc(C)oc2c1 | -2 | 15 | -2 | 0.7 | 0.3 | 8 | -22 | -18 | 1
COC(=O)c1ccc(-n2cnc3ccccc32)nc1 | -7 | 16 | -4 | 0.1 | 0.6 | -10 | 3 | -21 | 7
COc1ccc2c(c1)/C(=N/OC(=O)c1cccs1)CCC2 | -13 | 9 | -9 | 0.0 | -1.3 | -15 | -22 | 1 | -2
O=C1NC(=S)NC1(c1ccccc1)c1ccccc1 | -3 | -8 | -9 | 0.1 | . | . | . | -12 | 4
CS(=O)(=O)N1CCN(c2ccccc2NC(=O)C(c2ccccc2)c2ccccc2)CC1 | -17 | 19 | -5 | 1.8 | -0.8 | -3 | -13 | 13 | 7
CCN(CC(=O)NCc1cccs1)C(=O)CN(C)S(=O)(=O)c1ccc(C)cc1 | 3 | -6 | -8 | 0.3 | -1.0 | 1 | -24 | -27 | -1
C[C@]12CCC(O)CC1=CCC1C2CC[C@]2(C)/C(=N\NC(N)=S)CCC12 (some centres not stated) | -9 | 5 | -2 | 9.5 | 5.8 | -14 | 6 | 3 | 2
CCOc1ccc(NC(=O)COC(=O)c2ncc(Cl)c(Cl)c2Cl)cc1 | 3 | -11 | -6 | -0.1 | -1.5 | -7 | -3 | -14 | 0
O=S(=O)(c1ccc2nc(-c3ccco3)c(-c3ccco3)nc2c1)N1CCOCC1 | -9 | 15 | -1 | 0.3 | -0.5 | -12 | 8 | -14 | 5
CC1CCCN(C(=O)COC(=O)Cc2ccc(Cl)cc2)C1 (configuration not stated) | -10 | -1 | -5 | 0.2 | 3.9 | -6 | -11 | -4 | -1
COc1ccc(N(CC(=O)N2CCc3ccccc3C2)S(C)(=O)=O)cc1Cl | -47 | 39 | -4 | 2.6 | -0.8 | 0 | -4 | -14 | 2
Cc1ccc(S(=O)(=O)N(C)CC(=O)N(CC(C)C)C2CCS(=O)(=O)C2)cc1 (configuration not stated) | 4 | -9 | -4 | 0.8 | -1.1 | 0 | -20 | -34 | 0
O=C(CSc1nc2ccccc2[nH]1)NCc1ccc(F)cc1 | -6 | -6 | -3 | 1.9 | 0.8 | -17 | -14 | 0 | 1
CC(=O)Nc1ccc(-c2csc(NC(=O)CN3C(=O)NC4(CCCC4)C3=O)n2)cc1 | -4 | 1 | 0 | -0.1 | 0.2 | -6 | 5 | -20 | 1
COC(=O)CCC(=O)NNC(=O)c1ccc([N+](=O)[O-])cc1 | -10 | 3 | -2 | -0.2 | 0.2 | -6 | -12 | 4 | 1
O=c1[nH]c2c(c(=O)n1Cc1ccccc1)CCC2 | -4 | 15 | -2 | 0.5 | 0.9 | -9 | -16 | 2 | 13
CCN(CC(=O)Nc1ccc(NC(C)=O)cc1)C(=O)CN1C(=O)C2CCCCC2C1=O (configuration not stated) | 2 | -3 | 11 | -0.1 | 0.8 | -9 | -2 | -5 | 6
O=C(NC1CCCCC1)C(c1ccccc1F)N(Cc1ccco1)C(=O)c1ccccn1 (configuration not stated) | -9 | 0 | 0 | 1.4 | 1.6 | -4 | -16 | 6 | 1
COc1cccc(-c2cc(C(=O)Nc3cc(C)on3)no2)c1 | -3 | 14 | -4 | 0.0 | 0.2 | -7 | 9 | -4 | 2
CCSc1nc2ccccc2c(=O)n1C1CCOC(C)(C)C1 (configuration not stated) | -15 | 31 | -4 | 1.0 | -1.5 | -6 | 1 | -1 | 5
COC(=O)CCS(=O)(=O)c1cc(Cl)ccc1Cl | -3 | 10 | -2 | 0.3 | -0.8 | 2 | -3 | 9 | 15
O=C(O)CCn1c(-c2ccccc2)cc2c1CCCC2=O | -7 | 9 | -3 | 0.9 | 0.5 | -5 | -11 | -8 | 0
CCc1ccc(N(C(=O)c2csnn2)C(C(=O)NC(C)(C)C)c2ccccn2)cc1 (configuration not stated) | -14 | 6 | -9 | 0.1 | 0.2 | -2 | -8 | 12 | 9
O=[N+]([O-])c1cccc(S(=O)(=O)NCCOc2cccc3cccnc23)c1 | -6 | -14 | 0 | 2.0 | 2.9 | -3 | -11 | -16 | 1
COC(=O)c1sc2nc(CSc3nc4ccc(C)cc4[nH]3)[nH]c(=O)c2c1C | 5 | -5 | -3 | 0.4 | 0.1 | -12 | -17 | 12 | 3

Screening data from PubChem BioAssay.
